# SIRT5 block – inhibitors of human sirtuin-5 desuccinylase; Q9NXA8; Purified SirT5, succinyl-peptide AMC, trypsin-coupled fluorescence; inhibition, % at 15 µM; 330,000 compounds, 1.1% hits; in the data active means inhibition above about 15%; inconclusive means no clear call, values can overlap the other calls
# Target sequence (Q9NXA8 whole entry, looked up): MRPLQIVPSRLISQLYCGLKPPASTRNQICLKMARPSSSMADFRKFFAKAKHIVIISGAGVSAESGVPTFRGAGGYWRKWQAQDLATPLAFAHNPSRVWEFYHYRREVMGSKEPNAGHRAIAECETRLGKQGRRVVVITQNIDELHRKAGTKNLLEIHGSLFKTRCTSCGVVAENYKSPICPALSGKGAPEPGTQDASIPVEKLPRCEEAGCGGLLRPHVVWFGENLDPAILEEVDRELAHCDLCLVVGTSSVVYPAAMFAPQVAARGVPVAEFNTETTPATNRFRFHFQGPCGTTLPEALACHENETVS
# miR-122 sensor – miR-122 inhibition in Huh7 cells | Huh7 miR-122 Renilla luciferase sensor, 48 h; neutral wells = 0, positive control = 100 | activation (reporter increase), % at 12.5 µM | 340,000 compounds, 0.3% hits;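 active means mean replicate activation score at least 90 and every replicate individually at or above 90; inconclusive means only one of the two criteria met; inactive means neither criterion met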;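 further: higher luciferase means less miR-122 activity so hits act as miR-122 inhibitors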
# DENV2 CPE – DENV2-induced cell death inhibition; CPE inhibition, % at 9.99 µM; DENV2-infected cells, cytopathic effect rescue, plate reader; 350,000 compounds, 1.7% hits; in the data active means CPE inhibition above about 20%, passing the limit was not always enough; inconclusive means no clear call, values can overlap the other calls; tested in BHK-21 cells;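 further: 0% = median of neutral control wells and 100% = median of positive control wells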
# ERp5 inh – blocks human ERp5 reductase activity on insulin; Q15084; inhibition, % at 9.99 µM; AID 651711; ERp5 insulin aggregation, absorbance 650 nm, 90 min; 350,000 compounds, 0.05% hits;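 active means mean replicate inhibition above about 25%, with every replicate also reaching it, limit read from the data, passing the limit was not always enough; inconclusive means only one of those two criteria met; inactive means neither criterion met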
# Target sequence (Q15084 whole entry, looked up): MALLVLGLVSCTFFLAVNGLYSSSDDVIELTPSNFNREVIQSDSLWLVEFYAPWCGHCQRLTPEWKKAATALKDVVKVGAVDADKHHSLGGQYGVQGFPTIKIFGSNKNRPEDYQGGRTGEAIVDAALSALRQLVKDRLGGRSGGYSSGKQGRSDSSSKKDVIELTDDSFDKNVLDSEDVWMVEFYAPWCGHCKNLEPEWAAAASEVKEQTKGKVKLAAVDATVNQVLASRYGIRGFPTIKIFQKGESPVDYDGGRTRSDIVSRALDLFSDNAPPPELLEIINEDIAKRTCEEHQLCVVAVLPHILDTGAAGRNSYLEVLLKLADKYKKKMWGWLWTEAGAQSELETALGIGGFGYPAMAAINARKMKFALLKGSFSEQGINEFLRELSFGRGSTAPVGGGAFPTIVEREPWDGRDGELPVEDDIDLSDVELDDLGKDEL
# F508del corr – CFTR F508del correction in bronchial cells. CFBE cells, YFP halide quenching; stimulated with forskolin plus potentiator P3; % fluorescence drop versus neutral controls. activity (quench increase), % at 7.58 µM. 350,000 compounds, 0.36% hits. AID 720511;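 active means mean added fluorescence quench of at least 8% versus neutral control, with both replicates also reaching 8%; inconclusive means only one of the mean or replicate conditions met; inactive means mean below 8% and not both replicates reaching 8%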;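 further: cells transiently co-express mutant CFTR-F508del with the halide-sensitive YFP; corrector assay measuring rescue of mutant channel to the surface after 24 h compound exposure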
# ERAP1 HTS inh – inhibitors of human ERAP1 aminopeptidase; recombinant ERAP1, Leu-AMC fluorescence, 60 min; 340,000 compounds, 0.15% hits; Q9NZ08; inhibition, % at 10.7 µM;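 active means mean replicate inhibition of at least 30%, or all replicates individually reaching that 30% level; inactive means mean below 30% and not every replicate reaching it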;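 further: 0% = neutral control wells and 100% = L-leucinethiol positive control wells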
# Casp6 inh – blocks human caspase-6 cleavage activity. P55212. purified caspase-6, Z-VEID-R110 cleavage fluorescence. inhibition, % at 12.5 µM. 350,000 compounds, 0.53% hits;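 active means mean inhibition across replicates at least about 35%, with every replicate also reaching that limit, limit read from the data; inconclusive means only one of the two criteria met; inactive means neither criterion met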;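 further: 0% = median of neutral control wells and 100% = no fluorescence left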
# Target sequence (P55212 24-179 limits assumed): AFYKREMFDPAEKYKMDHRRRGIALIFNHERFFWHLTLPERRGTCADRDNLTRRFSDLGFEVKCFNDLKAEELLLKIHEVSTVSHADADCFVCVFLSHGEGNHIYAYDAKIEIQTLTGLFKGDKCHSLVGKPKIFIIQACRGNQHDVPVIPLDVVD
# Target sequence (P55212 194-293 limits assumed): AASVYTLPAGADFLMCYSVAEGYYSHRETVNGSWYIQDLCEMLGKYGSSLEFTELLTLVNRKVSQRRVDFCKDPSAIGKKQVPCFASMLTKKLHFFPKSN
# An asterisk follows results filed as active; ? = inconclusive; · = not tested or not shown; [ ] = dose if it differs, or a comment. An unsorted share of the library. About 4% of those tested had a hit in this group.
SMILES,SIRT5 block,miR-122 sensor,DENV2 CPE,ERp5 inh,F508del corr,ERAP1 HTS inh,Casp6 inh
C[C@@H]1CCCCO[C@H](CN(C)Cc2ccc(C(=O)O)cc2)[C@@H](C)CN([C@H](C)CO)C(=O)c2cc(NC(=O)C3CCCCC3)ccc2O1,0,5[16.7 µM],-6,2,-2.3,-3,-3
CCN1C(=S)N[C@@H](CCc2ccccc2)[C@H](C(=O)OC)[C@H]1C,·,-8,66*,-5,1.7,0,·
CCC(=O)N[C@@H]1C=C[C@@H](CC(=O)NCc2ccccc2F)O[C@H]1CO,-2,2[16.7 µM],2,3,-1.2,3,0
CCCNC(=O)N1[C@H](CO)[C@@H](c2ccc(C3=CCCC3)cc2)[C@H]1CNC(C)=O,·,-7[16.7 µM],?,·,2.9,·,·
CCS(=O)(=O)N1Cc2ccccc2CC1C(=O)Nc1ccc(OC)cc1 (stereo not drawn),2,·,2,4,0.1,0,1
Cc1sc2c(c1C)C(O)=C(C(=O)Nc1ccccc1)S(=O)(=O)N2C,0,·,0,2,1.0,·,4
CN(C)C(=O)[C@@H]1[C@@H](CO)[C@@H]2Cn3c(ccc(C4=CCCCC4)c3=O)[C@@H]2N1CC1CC1,-4,11[16.7 µM],-5,-3,-1.4,1,-3
Cc1ccnc2nc(C(=O)OCC(=O)N3CC(C)CC(C)C3)nn12 (stereo not drawn),-4,-7,-10,-7,0.5,-2,1
CC1(C)CC(=O)C=C(NCC(=O)O)C1,1,-2,9,-3,-0.1,2,3
CC(c1nc2scc(-c3ccccc3)c2c(=O)[nH]1)N1CCN(CC(=O)NC2CC2)CC1 (stereo not drawn),-1,·,-7,-3,1.2,0,0
Cc1ccc(S(=O)(=O)Nc2ccc3[nH]ccc3c2)cc1,-5,41,?,-5,2.8,2,1
COc1cccc2c1CCc1c-2nc2ccccc2c1C(=O)O,-2,·,0,-2,1.1,-1,17
O=C(C[C@@H]1C=C[C@@H](NS(=O)(=O)c2ccc(F)cc2)[C@H](CO)O1)NC1CCC1,-5,·,-11,4,0.5,-3,0
Cc1cccc(C)c1NC(=O)COC(=O)C1CC1,-4,1,0,4,0.7,-1,-3
Cc1nnc(NC(=O)c2ccc(F)c(S(=O)(=O)N3CCCCC3)c2)s1,7,1,-10,2,-1.0,0,-1
CCN(Cc1ccncc1)C(=O)c1ccc(C)c(S(=O)(=O)N2CCCCC2)c1,-3,8,-1,-9,1.2,-1,-3
CSCc1ccc(C(=O)NCc2ccc(F)cc2)cc1,-2,·,·,?,·,-3,1
CNC(=O)CCCN1C(=O)c2ccccc2Sc2ncccc21,-4,-7,8,0,·,0,-1
O=C(NC1CCCC1)N[C@H]1CC[C@@H](CC(=O)N2CCOCC2)O[C@@H]1CO,2,-15[16.7 µM],7,0,2.0,-2,2
O=C1O[C@@H](c2ccc(O)cc2)Cc2cccc(O)c21,·,6,·,-3,1.3,0,1

# Record cards (already shown). Order of values: SIRT5 block | miR-122 sensor | DENV2 CPE | ERp5 inh | F508del corr | ERAP1 HTS inh | Casp6 inh
# CCN(Cc1ccncc1)C(=O)c1ccc(C)c(S(=O)(=O)N2CCCCC2)c1 reads -3 | 8 | -1 | -9 | 1.2 | -1 | -3
# C[C@@H]1CCCCO[C@H](CN(C)Cc2ccc(C(=O)O)cc2)[C@@H](C)CN([C@H](C)CO)C(=O)c2cc(NC(=O)C3CCCCC3)ccc2O1 reads 0 | 5[16.7 µM] | -6 | 2 | -2.3 | -3 | -3

# New compounds follow:
SMILES,SIRT5 block,miR-122 sensor,DENV2 CPE,ERp5 inh,F508del corr,ERAP1 HTS inh,Casp6 inh
C[C@H](CO)N1C[C@H](C)[C@H](CN(C)Cc2ccncc2)OCCCC[C@H](C)Oc2ccc(NC(=O)Nc3cccc4ccccc34)cc2C1=O,8,-1[16.7 µM],-6,-2,-2.1,-1,-1
COCOCCn1cc(CN2CCS(=O)(=O)N(Cc3ccc(-c4ccc(Cl)nc4)cc3)C(C(C)C)C2=O)nn1 (stereo not drawn),-1,-3,-6,1,3.7,-4,3
COC(=O)c1c(NC(=S)NN2CCN(C)CC2)sc2c1CCC(C)C2 (stereo not drawn),-1,·,-4,-2,-5.3,-1,-37
CCC(=O)N1CCc2cc(S(=O)(=O)NC(Cc3ccccc3)C(=O)O)ccc21 (stereo not drawn),1,-4,-6,1,-2.1,-5,0
c1ccc2c3c([nH]c2c1)C1(CCCCC1)NCC3,-1,5,-6,-2,-2.8,-1,0
N#Cc1ccc(CO/N=C/c2ccccc2)cc1,-1,·,14,1,-1.8,-3,0
COc1ccc(S(=O)(=O)Nc2ccc3c(c2)CC(=O)N([C@@H](C)CO)C[C@H](C)[C@@H](CN(C)C(=O)NC(C)C)O3)cc1,1,16[16.7 µM],1,-1,2.0,-2,2
Cc1nc(C(=O)NC2CCCCC2)sc1C1(C)CC(c2cccc([N+](=O)[O-])c2)=NO1 (stereo not drawn),·,-1,·,-1,-1.1,0,-2
O=C(CC[C@H]1O[C@@H](n2ccc(=O)[nH]c2=O)[C@H](O)[C@@H]1O)N[C@@H](Cc1ccccc1)C(=O)NCC1CCCO1 (stereo partly drawn),-2,1,-7,-4,-0.7,-1,-3
CC1CCCCN1C(=O)Cn1c(=O)oc2cc(S(=O)(=O)N3CCCCC3)ccc21 (stereo not drawn),-2,-6,9,0,-1.2,0,2
COc1ccccc1-c1ccc([C@H]2[C@H](C#N)N(C(=O)CN(C)C)[C@H]2CO)cc1,1,·,-3,0,-1.9,-2,-3
Cc1ccc(S(=O)(=O)Nc2ccc3c(c2)C(=O)N([C@H](C)CO)C[C@H](C)[C@@H](CN(C)Cc2ccc(C(=O)O)cc2)OCCCC[C@H](C)O3)cc1,12,7[16.7 µM],-1,1,3.3,1,2
O=C(NCc1cccnc1)c1cn(-c2ccccc2)nc1-c1ccccc1,-5,·,1,-10,-0.3,-1,-3
O=C(O)COCC(=O)Nc1ccc(Oc2ncnc3cc(Cl)ccc23)nc1,1,-6,?,1,1.2,-3,-2
OC[C@H]1[C@H](c2ccc(-c3ccccc3)cc2)[C@@H]2CN(CCC(F)(F)F)CCCCN12,27*,-4[16.7 µM],8,1,-0.2,10,-11
COc1cccc(C(CNC(=O)C(c2ccccc2)c2ccccc2)N(C)C)c1 (stereo not drawn),2,-2,-2,-3,-4.1,-9,-4
CO[C@@H]1CN(C)C(=O)c2cc(NC(=O)C3CCCCC3)ccc2OC[C@H](C)N(Cc2cccnc2)C[C@H]1C,0,4[16.7 µM],-2,-5,0.2,2,-1
Cc1nc(C(C)N(C)Cc2nc(-c3ccc4c(c3)OCO4)no2)c(C)s1 (stereo not drawn),-2,-4,-6,6,2.4,-2,-3
O=C(COC(=O)C1CCN(c2ccc(C(F)(F)F)cn2)CC1)NCc1ccc(Cl)cc1Cl,0,11,4,3,-3.6,5,3
CC(C)C#Cc1ccc([C@@H]2[C@@H](C#N)N(C(=O)c3cccc(F)c3)[C@H]2CO)cc1,1,·,0,4,1.1,1,2
COc1ccc(-c2[nH]c(-c3ccc(C)cc3)nc2SCC(=O)NCc2ccco2)cc1OC,9,-2,-1,-7,0.8,7,1
Cc1ccccc1CSCC(=O)NCc1ccco1,-1,·,-3,-3,-5.7,-1,8
Cc1cccc(OCc2nnc(SCC(=O)Nc3nccs3)o2)c1,1,·,5,-2,-1.9,-1,1
Cc1c(C#N)sc(C(N)=O)c1C,-3,·,12,6,·,0,-1
O=C1C=CC(=Nc2ccc3c(c2)Cc2ccccc2-3)O1,-1,3,19,0,-0.8,0,0
CC(C)n1c(CCC(=O)O)ccc1-c1ccccc1,·,·,1,-7,0.0,-4,1
COc1ccc(S(=O)(=O)Nc2ccc3c(c2)CC(=O)N([C@@H](C)CO)C[C@H](C)[C@@H](CN(C)C(=O)Nc2ccc(C(F)(F)F)cc2)O3)cc1,7,-1[16.7 µM],2,7,-2.7,-1,0
C[C@H](CO)N1C[C@H](C)[C@H](CN(C)C(=O)c2ccncc2)Oc2ncc(/C=C/c3ccccc3)cc2C1=O,-14,7[16.7 µM],-3,-2,0.8,0,0
O=C(CC(F)(F)F)N1C[C@H]2[C@@H](c3ccccc31)[C@H](CO)N2C(=O)Cc1ccccc1,-3,-4[16.7 µM],9,4,-3.1,0,0
C[C@@H]1CN([C@H](C)CO)C(=O)c2cccc(NS(=O)(=O)c3cn(C)cn3)c2O[C@H]1CN(C)Cc1ccc(C(F)(F)F)cc1,-3,21[16.7 µM],-1,1,3.7,-4,1
Nc1nc2c(ncn2[C@@H]2O[C@H](CNCC3=Cc4cc(O)ccc4OC3)[C@@H](O)[C@H]2O)c(=O)[nH]1,-2,-6,?,-2,0.1,-1,3
C[C@@H]1CN([C@H](C)CO)C(=O)c2cccc(N(C)C)c2O[C@H]1CN(C)Cc1ccncc1,-4,6[16.7 µM],20*,0,0.6,0,4
COc1ccc(CN(C)C[C@@H]2OCCCC[C@H](C)Oc3ccc(NC(=O)Nc4ccc5c(c4)OCO5)cc3C(=O)N([C@@H](C)CO)C[C@@H]2C)cc1,3,-6[16.7 µM],7,-1,2.3,-2,0
COc1cccc(NC(=O)CC2Oc3ccccc3NC2=O)c1 (stereo not drawn),-4,10,0,3,2.5,-2,0
CCC(=O)N(C)C[C@H]1Oc2ncc(C#CCC(C)C)cc2C(=O)N([C@H](C)CO)C[C@@H]1C,-2,-2[16.7 µM],-1,2,-0.3,-1,-3
CC(C)NC(=O)N(C)C[C@H]1Oc2ncc(-c3cncnc3)cc2C(=O)N([C@H](C)CO)C[C@H]1C,-1,·,7,-2,-0.3,0,0
COc1cc(CNCCO)cc(Cl)c1OCc1ccccc1Cl,-1,·,3,-4,-3.3,8,0
CCC(=O)Nc1ccc2c(c1)OC[C@@H](C)N(CCc1ccccc1)C[C@H](C)[C@@H](OC)CN(C)C2=O,9,·,-1,8,0.5,·,·
COc1ccccc1C(=O)Nc1ccc(OCC(=O)N2C(C)CCCC2C)cc1 (stereo not drawn),1,1,0,-19,-0.6,0,2
COc1ccc(C(=O)NC(=O)CSc2nc3nc(C)cc(C)n3n2)cc1,-3,-6,-9,0,0.5,3,-3
Cc1cc(NS(=O)(=O)c2cccc([N+](=O)[O-])c2)no1,-6,-2,-3,-8,0.8,3,-2
Cc1ccc(NC(=O)c2ccc(NC3=NC4CS(=O)(=O)CC4S3)cc2)cc1 (stereo not drawn),-2,3,?,-1,-0.1,2,-2
C[C@@H]1CN([C@@H](C)CO)C(=O)c2cc(NC(=O)CCC(F)(F)F)ccc2O[C@@H]1CN(C)S(=O)(=O)c1ccc(F)cc1,14,20[16.7 µM],?,-3,-0.8,1,1

# SIRT5 block: what is marked active above.
molecule | SIRT5 block | miR-122 sensor | ERp5 inh | F508del corr | ERAP1 HTS inh | Casp6 inh
OC[C@H]1[C@H](c2ccc(-c3ccccc3)cc2)[C@@H]2CN(CCC(F)(F)F)CCCCN12 | 27* | -4[16.7 µM] | 1 | -0.2 | 10 | -11

# Part of the list above in order of formula weight, low to high:
SMILES,SIRT5 block,miR-122 sensor,DENV2 CPE,ERp5 inh,F508del corr,ERAP1 HTS inh,Casp6 inh
COc1cccc(NC(=O)CC2Oc3ccccc3NC2=O)c1 (stereo not drawn),-4,10,0,3,2.5,-2,0
CCC(=O)N(C)C[C@H]1Oc2ncc(C#CCC(C)C)cc2C(=O)N([C@H](C)CO)C[C@@H]1C,-2,-2[16.7 µM],-1,2,-0.3,-1,-3
COc1ccc(S(=O)(=O)Nc2ccc3c(c2)CC(=O)N([C@@H](C)CO)C[C@H](C)[C@@H](CN(C)C(=O)Nc2ccc(C(F)(F)F)cc2)O3)cc1,7,-1[16.7 µM],2,7,-2.7,-1,0

# Source: PubChem
